CCR6 antag: CCR6 receptor antagonists, primary screen, cell-based, CHO-K1, luminescence, beta-arrestin, uHTS; C-C chemokine receptor type 6 (Homo sapiens), P51684; CHO-K1 CCR6 PathHunter beta-arrestin, CCL20-stimulated; inhibition, % at 20 µM; 340,000 compounds, 0.49% hits; AID 493098, 2011;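 active = compounds whose inhibition of the agonist-driven luminescence signal at 20 µM reaches about 50%, limit read from the data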;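 also: cells stimulated with CCL20 at 14 nM final; plate controls were DMSO with CCL20 for no effect and DMSO without agonist for full effect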
Target sequence (P51684 whole entry, looked up): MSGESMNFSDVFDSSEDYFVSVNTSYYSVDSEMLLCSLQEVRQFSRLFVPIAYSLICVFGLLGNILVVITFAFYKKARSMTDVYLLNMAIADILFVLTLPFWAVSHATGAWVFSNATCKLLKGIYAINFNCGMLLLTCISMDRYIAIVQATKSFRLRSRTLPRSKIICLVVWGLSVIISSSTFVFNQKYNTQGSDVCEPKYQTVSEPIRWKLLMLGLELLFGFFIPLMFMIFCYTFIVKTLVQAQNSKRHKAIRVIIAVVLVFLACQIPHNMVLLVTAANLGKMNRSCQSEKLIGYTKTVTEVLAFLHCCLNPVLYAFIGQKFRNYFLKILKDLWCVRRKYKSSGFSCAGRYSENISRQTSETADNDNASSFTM
Jurkat NFkB inh: inhibitors of induced NF-kB luciferase reporter, primary screen, TCR NF-kB activation inhibitor project, cell-based, luminescence, uHTS | AID 435003, 2010 | 330,000 compounds, 0.53% hits | inhibition, % at 4 µM | Jurkat, PMA/ionomycin-induced NF-kB luciferase reporter
Apaf1 inhib: inhibitors of human Apaf-1 apoptosome, primary screen, biochemical, DEVD-Rh110 fluorescence, uHTS; Apoptotic protease-activating factor 1 (Homo sapiens), O14727; reconstituted apoptosome caspase-3 activity; inhibition, % at 20 µM; 330,000 compounds, 0.71% hits; AID 489030, 2010; active = inhibition of at least 40% at 20 µM;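 also: plate controls were DMSO wells for no effect and DEVD-CHO caspase inhibitor wells for full effect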
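System: reconstituted apoptosome with Apaf-1, cytochrome c, caspase-9, procaspase-3, dATP; Signal: Rh110 fluorescence intensity; Schedule: 30 min compound preincubation, 50 min activation, room temperature; Reagent: cytochrome c trigger plus (Z-DEVD)2-Rh110 caspase-3 substrate.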
UBC13 polyUb: UBC13 polyubiquitin chain formation inhibitors, primary screen, biochemical, TR-FRET, uHTS | inhibition, % at 20 µM | 330,000 compounds, 0.47% hits | AID 485273, 2010; in the data active = inhibition above about 45%, passing the limit was not always enough
Target sequence (P61088 whole entry, looked up): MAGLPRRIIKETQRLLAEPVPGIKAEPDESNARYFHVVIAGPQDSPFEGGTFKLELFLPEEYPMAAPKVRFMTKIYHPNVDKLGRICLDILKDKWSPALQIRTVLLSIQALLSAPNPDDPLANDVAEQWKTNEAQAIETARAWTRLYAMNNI
EBI2 block: EBI2 receptor antagonists, beta-arrestin recruitment, primary screen, cell-based, luminescence, 7a,25-OHC stimulation, uHTS. AID 651636, 2012. G-protein coupled receptor 183 (Homo sapiens), P32249. 7a,25-OHC stimulated. inhibition, % at 5 µM. 360,000 compounds, 0.81% hits; in the data active = inhibition above about 38%;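 also: enzyme fragment complementation signal reports receptor beta-arrestin coupling in cells; 0% = agonist plus DMSO wells and 100% = wells without agonist; some results beyond the cut were filed as inactive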
Target sequence (P32249 whole entry, looked up, the tested form may be a part): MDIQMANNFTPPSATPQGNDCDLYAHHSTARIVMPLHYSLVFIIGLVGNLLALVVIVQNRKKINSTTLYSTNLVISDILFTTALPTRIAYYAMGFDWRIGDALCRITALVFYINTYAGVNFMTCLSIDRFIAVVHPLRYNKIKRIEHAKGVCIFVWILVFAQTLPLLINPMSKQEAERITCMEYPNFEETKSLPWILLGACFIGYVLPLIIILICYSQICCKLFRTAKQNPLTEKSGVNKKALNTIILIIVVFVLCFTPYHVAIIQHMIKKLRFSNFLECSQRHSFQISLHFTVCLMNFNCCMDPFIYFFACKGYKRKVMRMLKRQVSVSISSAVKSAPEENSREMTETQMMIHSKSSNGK
SENP8 inh: SENP8 protease inhibitors, primary screen, biochemical, luminescence; Sentrin-specific protease 8 (Homo sapiens), Q96LD8; purified SENP8, Z-RLRGG-aminoluciferin cleavage; inhibition, % at 10 µM; 330,000 compounds, 1.2% hits; AID 2540, 2010
697 NFkB inh: inhibitors of PMA/ionomycin-induced NF-kB reporter, 697 cells, primary screen, B-cell NF-kB inhibitor project, cell-based, luminescence, uHTS. 697 B-cell NF-kB luciferase reporter, 16 h. 330,000 compounds, 0.33% hits. AID 435022, 2010. inhibition, % at 4 µM; in the data active = inhibition above about 35%
Gli-Sufu antag: Gli-Sufu pathway antagonists, primary screen, luciferase luminescence, Sufu-KO-LIGHT cells, uHTS. AID 588413, 2011. 340,000 compounds, 0.74% hits. Sufu-KO-LIGHT fibroblasts, Gli luciferase reporter luminescence. inhibition, % at 5 µM;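 active = inhibition above about 55%, limit read from the data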;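 also: 0% = DMSO-treated cells and 100% = wells with medium but no cells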
Active calls of the source: *; i = inactive; · = no result given. Rule as the data show it, unless noted: active = inhibition above about 50%; inactive = the rest.

Start of the data: the first five records (preview)
SMILES	CCR6 antag	Jurkat NFkB inh	Apaf1 inhib	UBC13 polyUb	EBI2 block	SENP8 inh	697 NFkB inh	Gli-Sufu antag
CCCC1COC(Cn2cncn2)(c2ccc(Cl)cc2Cl)O1 (stereo not drawn)	20	-10	10	-4	-4	-1	-29	10
Cc1ccc(S(=O)(=O)Cc2ccc(C(=O)N3CCC4(CC3)OCCO4)o2)cc1	4	7	6	-10	-2	-1	7	1
OC12ONC(c3ccccn3)C1N1CCC2CC1 (stereo not drawn)	6	27	-9	5	-3	-1	1	-10
CN1CCN(c2ccc(F)cc2N)CC1	-5	-3	-1	-11	8	3	17	3
O=P(c1ccccc1)(c1nc2ccccc2s1)N1CCOCC1 (stereo not drawn)	11	0	-3	-6	-2	-6	-1	41

The list itself, from the start:
SMILES	CCR6 antag	Jurkat NFkB inh	Apaf1 inhib	UBC13 polyUb	EBI2 block	SENP8 inh	697 NFkB inh	Gli-Sufu antag
CCCC1COC(Cn2cncn2)(c2ccc(Cl)cc2Cl)O1 (stereo not drawn)	20	-10	10	-4	-4	-1	-29	10
Cc1ccc(S(=O)(=O)Cc2ccc(C(=O)N3CCC4(CC3)OCCO4)o2)cc1	4	7	6	-10	-2	-1	7	1
OC12ONC(c3ccccn3)C1N1CCC2CC1 (stereo not drawn)	6	27	-9	5	-3	-1	1	-10
CN1CCN(c2ccc(F)cc2N)CC1	-5	-3	-1	-11	8	3	17	3
O=P(c1ccccc1)(c1nc2ccccc2s1)N1CCOCC1 (stereo not drawn)	11	0	-3	-6	-2	-6	-1	41
Cc1cc(C)n2nc(SC(C)C(=O)N3CCC4(CC3)OCCO4)nc2n1 (stereo not drawn)	-1	9	-1	-6	-15	9	-2	-1
CC(=Nc1ccccc1N)c1c(O)n(C)c(=O)n(C)c1=O	6	10	-25	2	-16	-6	10	1
CN1CCN(Cc2nnc3n2-c2ccc(Cl)cc2C(c2ccccc2)=NC3)CC1	-4	1	2	-16	-2	-15	1	-14
COc1ccc(-c2nn(CCC#N)cc2C(=O)Nc2ccccc2Cl)cc1	5	-16	-2	7	0	9	3	6
CC12CN3CCN(C1)CC(C)(C3)C2=NN	4	20	-13	6	-2	2	7	5
CCCCC(CC)COC(=O)c1ccccc1C(=O)OCC(CC)CCCC (stereo not drawn)	10	3	-2	-2	-8	1	0	2
CCc1c(C)nc(N)nc1N1N=C1SCCOc1ccccc1	-4	1	-28	14	-13	-1	5	4
C/C(=N\N1CCN(C)CC1)c1c(O)n(Cc2ccccc2)c(=O)[nH]c1=O	-2	1	1	2	2	-4	9	1
O=c1[nH]c(=O)n(CCc2ccccc2)c(O)c1C=NCCCn1ccnc1	13	-3	-11	-1	4	5	15	32
COc1ccc(N2CC2c2ccncc2)cc1 (stereo not drawn)	-11	6	-1	4	8	-2	3	-5
CCc1c(C)nc(N)nc1N1N=C1SCC(N)=O	3	-9	-5	-5	-1	1	17	2
CCCCC(=O)N/N=C/c1c(O)n(-c2ccccc2)c(=O)[nH]c1=O	5	17	-19	35	-1	3	18	2
CC(=O)O[C@H]1[C@H]2O[C@]23[C@@H]2CC[C@]4(O)C[C@@H](O)CC[C@]4(C)C2CC[C@]3(C)[C@H]1c1ccc(=O)oc1 (stereo partly drawn)	-4	96*	-4	13	-8	4	71*	-2
Cn1cccc1/C=C1/C(=O)NC(=O)N(C(C)(C)C)C1=O	10	0	-18	3	-10	4	6	17
CCN1CCN(c2ccc(NC(=O)C(C)C)cc2Cl)CC1	8	-3	-5	12	-3	1	20	35
Cc1c(C(c2ccc(Cl)cc2Cl)c2c(O)c3ccccc3oc2=O)c(=O)n(-c2ccccc2)n1C (stereo not drawn)	10	8	-5	7	-9	6	17	7
CCOP(=S)(OCC)c1ccc(N(C)C)cc1	19	-18	6	-3	8	-9	-10	0
CC(C)c1ccc(NC(=O)CSc2nnc(OC(=O)N(C)C)n2C2CC2)cc1	-1	-3	-4	-1	-17	-12	-2	12
O=c1[nH]c(=O)n(-c2ccccc2)c(O)c1/C=C1/C(c2ccccc2)=Nc2ccccc21	48	47	4	-55	-8	3	-85	-11
CCOC(=O)C1CCN(/C=C2/C(=O)NC(=O)N(c3cccc(C)c3C)C2=O)CC1	5	8	-4	1	-11	-3	-6	-11
COC(=O)C1=C(c2cc3ccccc3s2)C[C@@H]2CC[C@H]1N2C(=O)N1CCCC1	8	13	9	8	7	1	4	15
CCOc1ccccc1Oc1coc2cc(OC(=O)N(C)C)ccc2c1=O	14	-22	2	-2	0	1	-29	-17
Cc1cccc(C(=O)Nc2ccc(Cl)cc2C(=O)c2ccccc2)c1	12	-3	7	9	-7	7	2	-2
COC(=O)C1=C(c2ccc(S(C)(=O)=O)cc2)C[C@@H]2CC[C@H]1N2C(=O)N1CCCCC1	-1	-14	-4	-10	-2	-11	10	3
COc1ccc(CCN)cc1O	-6	-7	-1	-20	5	-5	6	16
COc1ccc(C(C)=O)cc1CC(C(=O)c1ccc(F)cc1)N(C)C (stereo not drawn)	16	-11	15	-1	-4	-8	1	2
CCOc1ccc(-c2cc(C)[n+](CCO)c(-c3ccc(OCC)cc3)c2)cc1	12	23	-18	12	10	5	-17	64*
CN1CCN(C(=O)COc2ccc(S(=O)(=O)NC3CCCCC3)cc2Cl)CC1	-1	6	-11	6	-5	5	24	4
COC(=O)C1=C(c2ccc(F)cc2OCc2ccccc2)C[C@@H]2CC[C@H]1N2C(=O)N1CCCC1	8	-7	19	10	24	2	18	-2
C[C@]12CC[C@H]3C(CCC4(O)CC(O)CC[C@]34C=O)C1=CC[C@H]2c1ccc(=O)oc1 (stereo partly drawn)	6	26	4	-9	-11	-11	i	-4
CC(=Nc1ccccc1N)c1c(O)n(C)c(=O)[nH]c1=O	-1	-6	-4	-11	5	-6	-29	-15
CN1CCN(c2ccc(Cl)cc2N)CC1	-13	6	-6	-8	-1	-4	-3	-4
c1ccc(CC2CCCCN2)cc1 (stereo not drawn)	4	-7	-6	3	1	-10	5	31
CC(=O)O[C@@H]1CC[C@]2(C)C3CC[C@]4(C)C(=O)[C@H](O)CC4C3[C@@H](OC(C)=O)C[C@H]2C1 (stereo partly drawn)	3	-9	9	2	3	-9	0	7
CN(C)c1ccc(/C=C/C=C/c2sc3ccccc3[n+]2C)cc1	32	20	0	-103	0	4	-44	82*
COc1cc(/C=N/NP(=S)(c2ccccc2)c2ccccc2)ccc1O	16	-17	5	-1	16	-7	-2	3
O=[N+]([O-])c1ccc(NCCCN2CCOCC2)c2ncccc12	17	2	40*	-192	12	-10	-2	21
CC1CN=C(Nc2cccc3ccccc23)S1 (stereo not drawn)	11	10	31	11	4	-2	23	-4
CNC(=S)N/N=C1\C2CN3CCN(C2)CC1(c1ccccc1)C3	5	-3	-10	2	-3	3	2	0
COc1cccc(C2(C#N)CCN(C)CC2)c1	0	4	-10	0	9	-7	21	9
CCOC(=O)c1cc(CC)sc1/N=C/c1c(O)[nH]c(=S)[nH]c1=O	2	12	-200	-8	-1	-1	-11	-5
COc1ccccc1C(=O)C1CCCN(Cc2cnc(C)s2)C1 (stereo not drawn)	9	-4	2	4	4	-5	3	3
NC(=O)c1ccsc1NC(=O)COC(=O)Cc1ccccc1	14	-10	20	5	2	-6	4	-8
O=C(O)Cn1cc(C=C2C(=O)NC(=O)NC2=O)c2ccccc21	16	14	-1	-19	-11	8	9	6
Clc1ccccc1CNC1CN2CCC1CC2 (stereo not drawn)	-7	2	6	-8	6	-8	-25	6
COc1ccccc1CCNC1CCCC(C)C1 (stereo not drawn)	14	10	-6	1	-5	9	14	14
CC(C)CCCn1c(O)c(/C=C2/C=CC=N2)c(=O)[nH]c1=O	13	8	15	-8	34	-7	1	-6
O=[N+]([O-])[N-][n+]1cnn(Cc2ccccc2)c1	15	-2	-4	-7	4	-7	-3	-10
O=C1C2CCCN2C(c2ccccc2)N1c1ccccn1 (stereo not drawn)	2	-8	11	-3	3	-5	4	10
O=C(Nc1cccc(C(F)(F)F)c1)OC1CN2CCC1CC2 (stereo not drawn)	-2	-2	1	15	4	2	12	3
CC1(C)C(C(=O)NN2C(=O)c3ccccc3C2=O)C1(C)C	10	-9	13	-2	-3	-10	-1	-11
COc1ccc(-[n+]2c(-c3ccccc3)cc(-c3ccc(C)cc3)cc2-c2ccccc2)cc1	-11	66*	-1	11	-5	-5	-26	91*
COc1cccc(C2C([N+](=O)[O-])=C(N)Oc3c2c(=O)oc2ccccc32)c1 (stereo not drawn)	9	6	8	-3	-1	7	9	3
CCN(CC)c1ccc(N=Cc2c(O)n(-c3cc(OC)ccc3OC)c(=O)[nH]c2=O)cc1	20	12	48*	-31	-17	-7	1	5
Cn1c2ccccc2c2cnn(CC(=O)N3CCC4(CC3)OCCO4)c(=O)c21	·	-10	1	9	·	5	-9	·
Further structures:
SMILES	CCR6 antag	Jurkat NFkB inh	Apaf1 inhib	UBC13 polyUb	EBI2 block	SENP8 inh	697 NFkB inh	Gli-Sufu antag
O=C(c1cccs1)N1C2CCC1CC(O)(c1cccnc1)C2 (stereo not drawn)	-2	7	-5	4	-9	2	22	-5
O=C1NC(=S)N(c2ccc(Cl)cc2)C(=O)/C1=C/N1CCN(C(=O)c2ccco2)CC1	18	6	0	-1	0	12	13	0
COP(=O)(OC)C1(O)C(=O)Nc2ccc(Br)cc21 (stereo not drawn)	24	5	0	16	2	2	15	8
O=S(=O)(c1ccccc1)N1CC1c1ccccc1 (stereo not drawn)	-2	-2	1	-6	-10	-13	7	-16
O=c1c2ccccc2nc(Cc2ccccc2)n1-c1ccccc1O	17	5	-11	-3	-6	-5	4	2
O=C1Nc2ccccc2/C1=C/c1nc2ccccc2c(=O)n1-c1ccc(O)cc1	25	3	-9	-9	34	-4	4	11
O=C1C=C2C=C[C@H]3C[C@]2(O1)[C@@H]1CCCCN13	-4	5	3	-6	-7	4	25	1
CCCCCCNC(=O)N[C@H](Cc1ccc(O)cc1)C(=O)NCCC[C@H]1CN2C(=NC[C@H]2CCC)N1CC1CCC1	·	-3	38	20	·	8	11	·
CNc1ccc2oc(C[C@H]3O[C@@]4(CC[C@H]3C)O[C@H]([C@H](C)C(=O)c3ccc[nH]3)[C@H](C)C[C@H]4C)nc2c1C(=O)O	55*	23	5	-4	20	0	-61	83*
Cc1cccc(-c2nc3ccccc3c(=O)n2-n2cccc2)c1	-4	-7	5	-2	4	-11	5	20
O=c1[nH]c(O)c(C=Nc2ccccc2[N+](=O)[O-])c(=O)[nH]1	·	-1	0	-12	·	-2	16	·
Cc1sc2ncnc(N3CCC(C(=O)Nc4ccc(C#N)c(Cl)c4)CC3)c2c1C	-11	-21	31	-2	6	-5	-23	29
COc1ccc(C(C)=O)cc1CN1CC=C(c2ccccc2)CC1	15	7	4	-9	4	2	-4	-22
Cc1ccc2[nH]c3c(c2c1)CN(C(=O)CN1C[C@H]2C[C@@H](C1)c1cccc(=O)n1C2)CC3	8	3	6	-9	-2	6	5	-38
O=C(N/N=C1/CN2CCC1CC2)c1cccc(O)c1	-14	-5	5	7	3	-1	-5	3
COc1ccc(NC(=O)c2cn(CCC#N)nc2-c2ccc([N+](=O)[O-])cc2)cc1	13	-10	-17	2	-6	8	-13	6
COC(=O)C1=C(c2ccc3ccccc3c2)C[C@@H]2CC[C@H]1N2C(=O)NC1CCCCC1	18	12	17	10	-2	0	12	24

From PubChem BioAssay

These rows are one share of the data. The share of hits here may be higher or lower than overall.
